# Screens from PubChem.
# TIM10 inh: TIM10 yeast growth inhibition | S. cerevisiae TIM10 strain growth, BacTiter-Glo luminescence, 24 h | inhibition, % at 10 µM | hit rate 1.4% among 330,000 | AID 463195;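 active means inhibition of 40% or more at the single tested concentration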;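 further: wild-type TIM10 isogenic control strain grown at permissive 25 °C; 0% = DMSO yeast wells and 100% = minimal medium wells without yeast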
# UPR XBP1 act: activators of adaptive arm of unfolded protein response (XBP1). activation, % at 20 µM. hit rate 0.33% among 330,000. CHO-XBP1 luciferase reporter, IRE1-XBP1 UPR activation, luminescence; percent of tunicamycin response, DMSO as zero;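 active means versus positive control, 20 µM dose yields 30% or more activation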;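 further: 100% = tunicamycin at 10 µg/mL and 0% = DMSO only wells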
#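 Signal: luciferase luminescence; Assay system: CHO-XBP1 luciferase reporter cells; Amount: one thousand reporter cells per well; Dosing: 20 µM single concentration, DMSO 1%; Benchmarks: high control tunicamycin 10 µg/mL final, low control DMSO vehicle only; Schedule: 6 h compound exposure at 37 °C, 5% CO2; Evaluation: percent activation relative to tunicamycin reference.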
# Mdm2 MdmX PPI: inhibitors of human Mdm2/MdmX interaction. O15151+Q00987. SaOS-2 split-luciferase Mdm2/MdmX complementation, luminescence. inhibition, % at 8 µM. hit rate 3% among 330,000;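 active means inhibition of at least 50% at 8 µM in the primary screen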
# APJ ag: agonists of human APJ apelin receptor; CHO-K1 APJ PathHunter beta-arrestin, luminescence; 0% DMSO wells, 100% apelin; hit rate 0.11% among 330,000; P35414; AID 2520; activation, % at 20 µM;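 active means activation more than six SD over the plate average, tested at 20 µM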;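 further: 0% = DMSO alone and 100% = apelin-13 at 10 nM; some results filed as inactive read as strong as hits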
# Target sequence (P35414 whole entry, looked up): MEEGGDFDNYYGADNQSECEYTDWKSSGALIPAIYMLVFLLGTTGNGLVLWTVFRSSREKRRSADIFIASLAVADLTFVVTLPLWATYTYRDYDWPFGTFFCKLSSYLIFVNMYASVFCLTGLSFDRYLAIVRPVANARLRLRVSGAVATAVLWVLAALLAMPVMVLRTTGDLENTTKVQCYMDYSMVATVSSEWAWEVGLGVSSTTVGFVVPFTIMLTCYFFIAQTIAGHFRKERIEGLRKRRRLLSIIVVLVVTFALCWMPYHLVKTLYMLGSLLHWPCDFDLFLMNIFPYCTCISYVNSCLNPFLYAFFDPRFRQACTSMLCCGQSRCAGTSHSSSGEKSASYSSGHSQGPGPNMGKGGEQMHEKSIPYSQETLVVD
#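 Test system: CHO-K1 APJ beta-arrestin complementation cell line | Compound: Single test compound dose, 20 µM final, 1% DMSO | Incubation: Compound 90 min 25 °C, reagent 1 h | Measured by: beta-gal luminescence | Read-out basis: APJ–arrestin association signal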
# CHOP UPR activ: apoptotic UPR (CHOP) activation; CHO-CHOP luciferase reporter, luminescence; percent of tunicamycin response over DMSO baseline; activation, % at 10 µM; hit rate 0.34% among 330,000;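 active means at 10 µM dose, activation of 40% or more, normalized to positive control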;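 further: 100% = tunicamycin at 10 µg/mL and 0% = DMSO alone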
#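 System: CHO CHOP reporter cells. Amount: 500 cells per well. Buffer or medium: F12 medium, 10% FBS. Compound dosing: one dose, 10 µM in 0.5% DMSO. Incubation: 6 h compound exposure at 37 °C after overnight seeding. Technique: Steady-Glo luciferase luminescence. Benchmarks: tunicamycin and DMSO controls.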
# NALP3 yeast inh: NALP3 inhibition in yeast; Yeast reconstituted NLRP3/ASC/caspase-1, beta-gal luminescence, 24 h; inhibition, % at 10 µM; hit rate 0.39% among 330,000; AID 2825;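 active means inhibition of 50% or more; inactive means inhibition below 50%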;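 further: plate controls were induced DMSO wells for no effect and uninduced yeast grown without galactose for full effect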
# NR3A LBD binder: modulates the human NR3A ligand-binding domain; NR3A LBD differential scanning fluorimetry, Tm shift; 0% = protein alone, 100% = glycine-bound protein; Tm shift relative to glycine control, % at 25 µM; hit rate 2.5% among 340,000;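 active means melting temperature shift of at least 10% of the positive control shift, at one fixed dose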
# tim23-1 inh: tim23-1 yeast growth inhibition | AID 463212 | hit rate 1.3% among 330,000 | inhibition, % at 20 µM | S. cerevisiae tim23-1 growth, BacTiter-Glo luminescence, 24 h;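 active means growth inhibition of the mutant yeast at or above 50%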;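 further: temperature-sensitive mutant grown at 25 °C; plate controls were DMSO-treated mutant yeast for no effect and medium wells lacking yeast for full effect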
# tim10-1 inh: tim10-1 yeast growth inhibition. AID 463190. hit rate 2.2% among 330,000. S. cerevisiae tim10-1 ts strain growth, BacTiter-Glo, 24 h. inhibition, % at 20 µM;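 active means inhibition of at least 40%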;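 further: mutant grown at 25 °C; 0% = DMSO wells with yeast and 100% = wells holding no yeast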
# An asterisk follows results filed as active; . = not tested or not shown.
# Every second line gives: TIM10 inh, UPR XBP1 act, Mdm2 MdmX PPI, APJ ag, CHOP UPR activ, NALP3 yeast inh, NR3A LBD binder, tim23-1 inh, tim10-1 inh
COc1ccc(-n2nc(C(=O)NCC(=O)N3CCN(c4ccccc4F)CC3)c3ccccc3c2=O)cc1
  24, -4, 6, -1, 8.3, 19, -2, 20, -17
Cc1cc(CNC(=O)COc2ccccc2F)c2ccccc2n1
  2, 1, -8, -2, 1.0, 2, -2, 5, 16
Cc1nc(C)c(-c2ccc(SCC(=O)Nc3ccccc3)nn2)s1
  4, -2, 20, 3, 1.6, 14, -1, 11, -12
CC(C)c1ccc(NC(=O)c2ccc(NS(C)(=O)=O)cc2)cc1
  3, 1, -9, -2, 1.5, 0, 20*, 17, 14
Cc1ccc2nc(SCC(=O)NCc3ccccc3)nc(=O)n2c1
  0, 0, 1, 12, -0.2, 6, 1, 0, 7
O=C(N/N=C/c1ccncc1)c1ccc(NC(=O)c2ccc(Cl)cc2)cc1
  21, -2, 3, 2, -0.5, 23, -2, 23, 10
NC(=O)C1CCN(C(=O)CCc2nc3ccccc3c(=O)[nH]2)CC1
  2, -2, -17, -5, -1.5, 15, 0, 6, -3
COc1ccc2[nH]cc(CCNC(=O)COc3cc(C)cc4oc(=O)cc(C)c34)c2c1
  12, -1, 13, 0, 0.9, 7, -2, 9, 1
COc1ccccc1CN1CCCC(CNC(=O)c2cccc3ccccc23)C1 (stereo unspecified)
  0, -4, 11, -2, -1.3, 0, -1, -6, -18
Fc1ccccc1NC(=S)NCc1ccc2c(c1)OCO2
  8, 1, 13, -1, 0.2, 8, 0, 25, 26
CCOCCn1c(=NC(=O)c2ccc(S(=O)(=O)N3CCOCC3)cc2)sc2cc(S(N)(=O)=O)ccc21
  4, -2, 5, 1, 2.4, 8, -8, -15, -3
COc1ccc(-n2nc(C(=O)NCC(=O)NCc3ccc(F)cc3)c3ccccc3c2=O)cc1OC
  -14, -2, 80*, 6, 3.2, 8, 1, -11, 3
Cc1cccc(N(C(=O)c2csnn2)C(C(=O)NC2CCCCC2)c2ccncc2)c1 (stereo unspecified)
  11, 3, -2, 0, 2.1, -2, -2, -2, 4
COc1ccccc1NC(=O)C1=C(C)NC2=C(C(=O)CCC2)C1c1ccc(C)o1 (stereo unspecified)
  0, -4, 17, 2, -0.5, -2, -2, -8, 1
CCOC(=O)C(=CNc1ccc(Oc2cccnc2)nc1)C(=O)OCC
  -24, 4, 9, 9, 1.1, 23, -3, -12, -40
CCCc1[nH]nc2c1C(c1cccc(OC(=O)c3ccco3)c1)C(C#N)=C(N)O2 (stereo unspecified)
  12, -5, 16, 0, 0.1, 6, 0, 7, 14
COC(=O)c1ccccc1NC(=S)NC(=O)c1ccccc1C
  70*, 1, -1, -3, -1.2, 5, 0, 59*, 71*
COc1ccc(-c2nc(CCNC(=O)c3ccc(Br)o3)cs2)cc1
  17, -2, 28, -3, -1.2, 43, -1, 47, 32
COC(=O)c1ccc(CSc2nnc(Nc3ccc(C)cc3)s2)o1
  -12, 3, 11, -2, 2.6, 14, -2, 6, 17
CCCN(C(=O)COC(=O)CCOc1ccccc1)c1c(N)n(Cc2ccccc2)c(=O)[nH]c1=O
  -9, -4, 29, -1, -0.6, 11, -1, -12, -13

# Next part:
# Every second line gives: TIM10 inh, UPR XBP1 act, Mdm2 MdmX PPI, APJ ag, CHOP UPR activ, NALP3 yeast inh, NR3A LBD binder, tim23-1 inh, tim10-1 inh
CC1(C)NC(=O)N(CC(O)CN(c2ccccc2)S(=O)(=O)c2ccccc2[N+](=O)[O-])C1=O (stereo unspecified)
  7, 0, 19, -1, -0.3, 8, -1, 2, -5
CCCCN1Cc2cc(C(=O)c3cc(OC)ccc3O)cnc2NC1=O
  6, -1, 31, -2, 1.3, 18, -2, 5, 8
CCOc1ccccc1NC(=O)NCc1ccc2c(c1)OCO2
  2, -8, -17, 2, -0.2, 26, 1, -2, -5
O=C(c1cc(F)c(F)cc1Cl)N1CCN(c2ccc([N+](=O)[O-])c3ncccc23)CC1
  -6, -1, 14, 5, 2.0, 24, 0, 30, 20
C[C@H](CO)N1C[C@H](C)[C@@H](CN(C)CC2CC2)Oc2c(NS(=O)(=O)c3ccc(F)cc3)cccc2C1=O
  2, -1, -11, -3, 0.0, 18, 1, 15, 19
O=C(COc1cccnc1[N+](=O)[O-])Nc1ccc(S(=O)(=O)N2CCOCC2)cc1
  11, -2, 26, -1, 0.0, -2, 1, 3, 8
Nc1c(C(=O)CSc2nncn2-c2ccccc2)c(=O)[nH]c(=O)n1C1CC1
  -7, 0, 4, -1, 0.6, 11, 3, -7, -4
NC12CCc3c(no[n+]3[O-])C1(O)CC(c1ccccc1)=[N+]2[O-] (stereo unspecified)
  -13, -3, -8, -7, -0.8, 2, 0, 1, -5
COc1ccc(S(=O)(=O)NCc2ccco2)cc1NC(=O)c1ccccc1
  -7, 1, 18, 1, 1.8, 19, -1, 23, 19
C=CCn1c(COc2ccc(OC)cc2)nnc1SC(C)C(=O)NC1CC1 (stereo unspecified)
  -9, -3, 13, 0, 0.6, 16, 0, -7, -6
COc1ccccc1-n1cnnc1SCC(=O)c1cc(C)n(Cc2cccs2)c1C
  17, 0, 9, -2, 0.1, 4, -3, 18, 17
O=c1[nH]c(C2CCN(S(=O)(=O)c3ccccc3F)CC2)nc2c1nnn2Cc1ccc(F)cc1
  11, -1, 17, -1, -1.2, 26, -10, 3, -5
CNC(=O)NC(=O)COC(=O)c1ccc(-n2c(C)ccc2C)cc1
  -7, -2, 13, 0, -0.7, 4, -3, 11, 18
O=C(Cn1cc2c(n1)CCCCC2)N1CCCCC1
  16, 1, -3, -3, 1.7, 9, -2, 3, 10
COCCNC(=O)c1c[nH]c2ccc(OC)cc2c1=O
  2, 0, -6, -2, 0.2, 2, -2, 12, 7
Cc1ccsc1CN1CC(=O)N(c2c(C)cccc2C)C1=S
  24, -1, -9, -1, 0.1, 29, -1, 39, 45*
CCCCNC(=O)c1ccc(NS(=O)(=O)c2ccccc2)cc1
  -14, -1, 13, -6, 1.7, 5, 3, 13, -5
C/C(=N\NC(=O)Cc1ccc(Cl)c(Cl)c1)c1cccnc1
  10, -6, 12, -4, 1.5, 23, 1, 3, 9
CCOC(=O)N1CCN(C(=O)COc2ccc(Cl)cc2C)CC1
  -6, -3, 14, -3, -2.1, 18, 4, 5, 19
COc1ccccc1S(=O)(=O)Cc1ccc(C(=O)NCCN(C)C)o1
  -3, -4, 10, -2, -2.0, 18, 0, -12, -6

# Two entries from above, set out differently:
SMILES	TIM10 inh	UPR XBP1 act	Mdm2 MdmX PPI	APJ ag	CHOP UPR activ	NALP3 yeast inh	NR3A LBD binder	tim23-1 inh	tim10-1 inh
COc1ccc(-n2nc(C(=O)NCC(=O)NCc3ccc(F)cc3)c3ccccc3c2=O)cc1OC	-14	-2	80*	6	3.2	8	1	-11	3
Cc1cccc(N(C(=O)c2csnn2)C(C(=O)NC2CCCCC2)c2ccncc2)c1 (stereo unspecified)	11	3	-2	0	2.1	-2	-2	-2	4

# Next records:
# Every second line gives: TIM10 inh, UPR XBP1 act, Mdm2 MdmX PPI, APJ ag, CHOP UPR activ, NALP3 yeast inh, NR3A LBD binder, tim23-1 inh, tim10-1 inh
O=c1c2ccccc2cnn1Cc1ccc(Cl)c(Cl)c1
  4, -2, 16, -3, 2.9, 48, 0, 12, 0
O=[N+]([O-])c1cccc(/C=N/Nc2nc(C(Cl)(Cl)Cl)nc3ccccc23)c1
  24, -1, 10, 15*, 14, -20, -4, 15, 20
C=CC[C@@H](CC(=O)N[C@@H](CO)Cc1ccccc1)C(=O)N[C@H](COC(=O)[C@@H](CC=C)Cc1ccc(F)cc1)Cc1ccccc1
  2, -2, 53*, -5, 1.0, 32, -3, 2, 1
COc1ccc(/C=C/c2nnc(NC(=O)c3ccco3)s2)cc1
  37, 1, -17, 3, 1.8, 26, -2, 46, 37
COc1ccc(CCNc2nc(=S)[nH]c3cc(OC)c(OC)cc23)cc1OC
  10, 0, 34, -4, 0.6, 11, 1, 12, 19
COc1ccc(F)cc1C(=O)C1CCCN(C(=O)c2ccccc2N(C)C)C1 (stereo unspecified)
  15, -2, -5, -2, 2.3, -4, 2, 21, 24
O=C(N/N=C\c1ccc(-c2ccc([N+](=O)[O-])cc2)o1)c1ccc2c(c1)OCO2
  -16, -2, 34, 1, 2.2, 12, 31*, -10, 5
O=C(Oc1ccc(C(=S)N2CCOCC2)cc1)c1ccc(F)cc1
  8, 17, 26, -3, 4.4, 11, 0, 16, 22
Cc1ccc(NC(=O)CCCNC(=O)c2ccc(Cl)cc2)cc1S(=O)(=O)N1CCOCC1
  -4, -3, 4, 1, -0.2, 9, 0, -4, -3
CC(C)(C)N=C(NS(=O)(=O)c1cccs1)c1ccccc1
  17, -8, 3, 1, 0.6, -2, 3, 12, 7
O=C(NC1CCCCC1)C(=O)N(Cc1cccnc1)C(C(=O)NCc1ccco1)c1ccccc1 (stereo unspecified)
  3, -1, -29, -4, 0.9, 4, ., 12, 18
CN1CCCN(C(=O)CC2(CC(=O)O)CCCCC2)CC1
  -13, 2, 1, 2, 3.0, -12, -3, 11, 10
N#CCn1c(CCl)nc2ccccc2c1=O
  12, -6, -4, -1, 4.0, 14, -1, 22, 26
CC(c1cccs1)N(Cc1ccco1)C(=S)Nc1ccccc1Cl (stereo unspecified)
  -12, -1, 6, -2, 0.4, -9, -4, 32, 9
CCOC(=O)c1ccc(NS(=O)C23CC4CC(CC(C4)C2)C3)cc1 (stereo unspecified)
  -15, 0, -20, 2, -0.8, 9, 4, 24, 11
O=C(NCc1ccco1)NC1CCCCC1
  11, -7, 14, -2, 1.2, -6, -2, 8, 2
COc1ccccc1N1CCN(C(=O)C(=O)c2c(C)n(C)c3ccccc23)CC1
  25, -3, 22, -1, -1.9, 19, -2, 34, 18

# Rewritten with each value named: part of the list above
COc1ccc(F)cc1C(=O)C1CCCN(C(=O)c2ccccc2N(C)C)C1 (stereo unspecified)
  TIM10 inh: 15
  UPR XBP1 act: -2
  Mdm2 MdmX PPI: -5
  APJ ag: -2
  CHOP UPR activ: 2.3
  NALP3 yeast inh: -4
  NR3A LBD binder: 2
  tim23-1 inh: 21
  tim10-1 inh: 24

O=C(N/N=C\c1ccc(-c2ccc([N+](=O)[O-])cc2)o1)c1ccc2c(c1)OCO2
  TIM10 inh: -16
  UPR XBP1 act: -2
  Mdm2 MdmX PPI: 34
  APJ ag: 1
  CHOP UPR activ: 2.2
  NALP3 yeast inh: 12
  NR3A LBD binder: 31*
  tim23-1 inh: -10
  tim10-1 inh: 5

O=C(Oc1ccc(C(=S)N2CCOCC2)cc1)c1ccc(F)cc1
  TIM10 inh: 8
  UPR XBP1 act: 17
  Mdm2 MdmX PPI: 26
  APJ ag: -3
  CHOP UPR activ: 4.4
  NALP3 yeast inh: 11
  NR3A LBD binder: 0
  tim23-1 inh: 16
  tim10-1 inh: 22

Cc1ccc(NC(=O)CCCNC(=O)c2ccc(Cl)cc2)cc1S(=O)(=O)N1CCOCC1
  TIM10 inh: -4
  UPR XBP1 act: -3
  Mdm2 MdmX PPI: 4
  APJ ag: 1
  CHOP UPR activ: -0.2
  NALP3 yeast inh: 9
  NR3A LBD binder: 0
  tim23-1 inh: -4
  tim10-1 inh: -3
